CHRM5 PAM – potentiates acetylcholine response at human M5 receptor | P08912 | CHO-K1 hM5, Fluo-8 calcium, ACh EC20 PAM; 0% = ACh EC20, 100% = ACh EC100 | activation, % at 3 µM | 0.3% of 360,000 active;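 active = activation above the run cutoff, the mean activation of all test compounds plus 3 SD, cut at about 18% in these data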
Target sequence (P08912 whole entry, looked up): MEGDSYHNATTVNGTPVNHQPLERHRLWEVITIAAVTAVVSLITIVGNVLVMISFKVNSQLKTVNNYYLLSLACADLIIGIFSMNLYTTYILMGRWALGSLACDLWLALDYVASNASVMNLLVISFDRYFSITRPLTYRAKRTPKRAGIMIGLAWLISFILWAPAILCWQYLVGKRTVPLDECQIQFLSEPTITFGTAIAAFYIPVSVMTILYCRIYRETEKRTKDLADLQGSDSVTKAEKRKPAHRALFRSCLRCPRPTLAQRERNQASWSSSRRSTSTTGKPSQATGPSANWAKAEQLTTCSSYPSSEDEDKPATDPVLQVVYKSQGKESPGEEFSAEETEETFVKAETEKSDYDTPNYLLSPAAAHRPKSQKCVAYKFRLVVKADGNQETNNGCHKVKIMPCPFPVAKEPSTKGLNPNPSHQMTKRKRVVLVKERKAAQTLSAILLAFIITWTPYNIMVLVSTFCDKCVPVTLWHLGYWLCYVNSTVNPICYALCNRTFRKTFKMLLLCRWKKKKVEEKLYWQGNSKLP
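Assay system: CHO-K1 hM5 cells / Incubation: Fluo-8 loading 80 min at 37 °C plus 30 min room temperature / Technique: Fluo-8 calcium dye fluorescence, kinetic read / Repeats: single replicate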
CHRM5 agonist – agonists of human muscarinic M5 receptor (CHRM5); CHO-K1 hM5 cells, Fluo-8 calcium fluorescence; 0% DMSO wells, 100% maximal acetylcholine response; activation, % at 3 µM; 0.19% of 360,000 active; AID 624037;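 active = activation above the run's mean over test compounds plus 3 SD, cut at about 23% in these data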;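 also: signal is peak over basal fluorescence ratio across the kinetic read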
M4 PAM – CHRM4 positive allosteric modulation; 0.4% of 360,000 active; CHO-K1 hM4/Gqi5, Fluo-8 calcium fluorescence, ACh EC20; 0% = ACh EC20, 100% = maximal ACh; activation, % at 3 µM; AID 624126;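 active = activation above its plate's cutoff, the mean activation of sample wells plus 3 SD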; also: some results filed as inactive read as strong as hits
Target sequence (P08173 whole entry, looked up): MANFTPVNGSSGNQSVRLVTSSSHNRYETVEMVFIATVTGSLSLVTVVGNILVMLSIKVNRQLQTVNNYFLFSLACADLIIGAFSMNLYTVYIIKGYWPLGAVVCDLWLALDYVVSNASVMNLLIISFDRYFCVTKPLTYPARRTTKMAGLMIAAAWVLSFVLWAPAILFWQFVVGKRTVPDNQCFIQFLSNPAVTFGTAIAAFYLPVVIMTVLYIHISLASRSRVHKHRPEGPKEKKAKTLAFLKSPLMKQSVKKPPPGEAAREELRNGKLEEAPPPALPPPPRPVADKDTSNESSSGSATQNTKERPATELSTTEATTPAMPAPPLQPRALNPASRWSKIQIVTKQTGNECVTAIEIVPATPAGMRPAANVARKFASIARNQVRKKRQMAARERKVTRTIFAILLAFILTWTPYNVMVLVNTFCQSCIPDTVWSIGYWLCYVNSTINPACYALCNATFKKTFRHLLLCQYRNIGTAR
M1 ag parental – counter-screen for M1 agonists: effect in parental CHO-K1 cells | Fluo-8 calcium fluorescence; scaled to maximal ATP response, vehicle zero | activation, % at 3 µM | 0.48% of 360,000 active; in the data active = activation above about 15%;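 also: untransfected CHO-K1 host cells lacking M1 receptor as counterscreen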
M4 ag – CHRM4 agonism in calcium assay | activation, % at 3 µM | 0.14% of 360,000 active | CHO-K1 hM4/Gqi5, Fluo-8 calcium fluorescence; vehicle 0%, full acetylcholine response 100% | P08173;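 active = activation above the run mean over all test wells plus 3 SD, cut at about 32% in these data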;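 also: peak over basal fluorescence ratio per well then scaled between controls; 0% = DMSO wells and 100% = acetylcholine at EC100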
CHO-K1 Ca antag – counter-screen for M1 antagonists: effect in parental CHO-K1 cells; ATP-induced calcium, Fluo-8 fluorescence; inhibition, % at 3 µM; 0.6% of 360,000 active;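 active = inhibition above a per-plate cutoff, the plate's mean sample inhibition plus 3 SD, cut at about 24% in these data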;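 also: 0% = DMSO plus EC80 ATP and 100% = DMSO alone without ATP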
M1 PAM parental – nonselective activator or artifact in parental CHO-K1 calcium assay; AID 602247; activation, % at 3 µM; 0.02% of 360,000 active; ATP EC20, Fluo-8 calcium fluorescence; 0% at ATP EC20, 100% at ATP max;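 active = activation above the run cutoff, the mean activation of all test compounds plus 3 SD, cut at about 40% in these data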;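 also: peak over basal fluorescence ratio in a 140 s read after ATP addition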
CHRM5 antagonist – antagonists of human muscarinic M5 receptor (CHRM5); P08912; CHO-hM5 cells, Fluo-8 calcium fluorescence, ACh EC80; inhibition, % at 3 µM; 0.59% of 360,000 active; AID 624040;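 active = inhibition above a per-plate cutoff, the mean of that plate's test compounds plus 3 SD, cut at about 27% in these data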;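 also: 0% = acetylcholine EC80 with DMSO and 100% = DMSO without agonist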
M4 antag – blocks acetylcholine activation of human M4 receptor; P08173; CHO-hM4 cells, ACh EC80, Fluo-8 calcium fluorescence; inhibition, % at 3 µM; 0.73% of 360,000 active; AID 624125;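 active = inhibition above its plate's cutoff, the mean inhibition of sample wells plus 3 SD, cut at about 27% in these data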;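 also: 0% = acetylcholine EC80 with DMSO and 100% = DMSO without agonist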
Starred values were filed as active, the others as inactive; & = joins results of further samples; ! = not active in a repeat. These rows are one share of the data. The share of hits here may be higher or lower than overall.

SMILES	CHRM5 PAM	CHRM5 agonist	M4 PAM	M1 ag parental	M4 ag	CHO-K1 Ca antag	M1 PAM parental	CHRM5 antagonist	M4 antag
O=c1[nH]c(=S)n(C2CC2)c(O)c1C=NCC1CCCO1 (stereo not drawn)	14.6	3.6	14.8	-0.1	0.6	-1.7	-18.2	-6.5	-6.5
COc1ccc(CN2CCN(C(=O)COc3ccc4ccccc4c3)CC2)c(OC)c1	-6.3	0.0	-1.4	9.4	13.6	-4.5	3.0	13.4	0.5
CC(C)NC(C)C(=O)C12CC3CC(CC(C3)C1)C2 (stereo not drawn)	13.1	-4.4	-9.3	-0.3	0.6	7.4	-6.7	2.9	8.8
COc1ccccc1N1CCN(Cc2c(F)cccc2F)CC1	7.5	0.7	5.7	0.2	2.5	-5.7	-5.0	-11.9	-6.1
CCn1c(O)c(C(c2ccccn2)c2c(O)n(CC)c(=S)[nH]c2=O)c(=O)[nH]c1=S	3.2	2.0	12.4	-0.2	0.5	-17.3	15.3	-5.7	9.0
O=C(O)Cn1cc(/C=C2\C(=O)NC(=O)N(c3ccc(Br)cc3)C2=O)c2ccccc21	-2.5	-0.4	3.6	1.5	2.2	-15.9	6.0	-6.4	-17.6
Cc1cc(C=C2C(=O)NC(=O)NC2=O)c(C)n1-c1ccc2c(c1)OCO2	5.7	-1.7	11.2	1.3	0.9	-11.2	30.8	-5.2	-9.6
O=C(Cc1ccccc1)N1CCN(C2CCCCCC2)CC1	9.2	-9.0	-2.3	-0.4	1.0	0.9	14.7	0.1	0.6
CC12CCC(=O)C=C1CCC1C2CCC2(C)C1CCC2(O)CC#N (stereo not drawn)	0.7	-2.1	4.7	0.2	4.4	-6.0	1.7	13.2	-17.5
CN1[C@H]2CC[C@@H]1C(C(=O)N1CCOCC1)=C(O)C2	4.0	-8.6	16.4	1.1	1.1	-15.7	14.9	-5.2	-0.3
CCC(C(=O)Nc1ccc(Cl)cc1)N1CCCC1=O (stereo not drawn)	13.7	3.4	1.5	-0.1	0.4	-0.3	-4.8	-8.8	1.4
CCC1CN1P1(=O)OCC(C)([N+](=O)[O-])CO1 (stereo not drawn)	-2.0	6.9	0.0	0.3	0.8	-12.5	13.0	-12.3	-9.5
C[C@H]1CCCC(=O)CCCCCc2cc(O)cc(O)c2C(=O)O1	4.2	8.4	-3.9	0.9	2.2	-3.8	1.2	-9.1	-10.8
COc1cccc(CC(=O)N2CCN(Cc3cccc(Cl)c3)CC2)c1	3.4	-3.0	7.5	1.4	2.0	-2.4	15.8	4.3	-11.5
COc1cc(/C=C2\C(=O)NC(=O)N(CCc3ccc(F)cc3)C2=O)ccc1O	2.3	1.3	-0.6	-0.2	0.6	3.6	13.4	-3.2	-5.5

The final two compounds of the part before lead into the next:
SMILES	CHRM5 PAM	CHRM5 agonist	M4 PAM	M1 ag parental	M4 ag	CHO-K1 Ca antag	M1 PAM parental	CHRM5 antagonist	M4 antag
COc1cccc(CC(=O)N2CCN(Cc3cccc(Cl)c3)CC2)c1	3.4	-3.0	7.5	1.4	2.0	-2.4	15.8	4.3	-11.5
COc1cc(/C=C2\C(=O)NC(=O)N(CCc3ccc(F)cc3)C2=O)ccc1O	2.3	1.3	-0.6	-0.2	0.6	3.6	13.4	-3.2	-5.5
NC(Cc1ccccc1)c1nc2ccccc2[nH]1 (stereo not drawn)	-4.9	-1.0	-5.1	0.3	0.7	4.9	-8.4	17.3	11.6
CC(/C=C(\C)Nc1ccccc1)=Nc1ccccc1	13.2	3.7	0.1	-0.1	0.9	-14.8	20.2	-2.3	-5.4
O=C1NC(=O)C(=Cc2cccc(OCCOc3ccccc3)c2)C(=O)N1	-0.8	-6.8	-3.8	0.0	1.7	1.6	6.3	4.6	-3.1
COC(=O)C1=C(c2cccc3c2S(=O)(=O)c2ccccc2-3)C[C@@H]2CC[C@H]1N2C(=O)N1CCOCC1	1.6	1.0	-0.1	0.8	3.2	-4.2	6.6	5.8	-3.3
CN(C)CC1CSCCC1(O)c1ccccc1Cl (stereo not drawn)	-12.9	-7.1	-0.3	0.2	0.4	9.2	-4.3	11.2	2.9
COC(=O)C1=C(c2cccc(OC)c2OC)C[C@@H]2CC[C@H]1N2C(=O)N1CCCCC1	-1.9	-0.1	14.4	-0.3	2.9	-5.4	-0.1	2.1	4.8
CC1CC2C(C(O)CC3(C)C(O)CCC23)C2(C)CCC(=O)C=C12 (stereo not drawn)	-8.2	1.6	0.3	1.4	2.5	-9.3	4.3	16.3	-2.2
CC12CC(O)C3C(CCC4=CC(=O)CCC43C)C1CCC2=O (stereo not drawn)	1.8	2.3	1.2	0.5	1.0	-18.3	12.0	10.9	-6.5
Cn1c(O)c(C=NC2CCN(Cc3ccccc3)CC2)c(=O)n(C)c1=O	-0.3	-4.5	1.8	1.4	0.9	-15.2	13.7	7.0	3.3
CCc1ccc(OCC(=O)N2CCN(CC(=O)Nc3ccccc3Cl)CC2)cc1	3.4	1.5	-3.3	1.4	3.2	-11.7	2.6	5.2	5.2
CCC(C)n1c(O)c(C=NC(C)c2ccccc2)c(=O)[nH]c1=S (stereo not drawn)	-7.7	-5.4	-3.2	0.0	0.2	1.3	-5.0	14.7	-7.0
CC1(C)C(C(=O)N2CCN(C(=O)c3ccccc3)CC2)C1(C)C	-0.7	-2.9	2.3	3.3	1.7	-7.0	3.1	5.5	-9.6
CC(C)CN(C(=O)CN1CC=C(c2ccccc2)CC1)c1c(N)n(CC(C)C)c(=O)[nH]c1=O	-8.2	1.5	2.9	-0.3	1.1	-2.9	7.9	-5.5	-9.2
Cc1cc(N)n(C2CCN(C)CC2)n1	-9.6	-4.3	-1.6	-0.2	0.4	12.6	-4.2	5.0	-6.8
O=C(c1ccco1)C12CN3CN(CN(C3)C1)C2	11.3	-7.3	17.9	0.4	-0.6	-10.9	13.8	-6.5	-5.2

The closing 3 entries of the part before are carried over, then new ones follow.
SMILES	CHRM5 PAM	CHRM5 agonist	M4 PAM	M1 ag parental	M4 ag	CHO-K1 Ca antag	M1 PAM parental	CHRM5 antagonist	M4 antag
CC(C)CN(C(=O)CN1CC=C(c2ccccc2)CC1)c1c(N)n(CC(C)C)c(=O)[nH]c1=O	-8.2	1.5	2.9	-0.3	1.1	-2.9	7.9	-5.5	-9.2
Cc1cc(N)n(C2CCN(C)CC2)n1	-9.6	-4.3	-1.6	-0.2	0.4	12.6	-4.2	5.0	-6.8
O=C(c1ccco1)C12CN3CN(CN(C3)C1)C2	11.3	-7.3	17.9	0.4	-0.6	-10.9	13.8	-6.5	-5.2
CCOC(=O)[C@]12Cc3cc(C)ccc3[C@H]1N(C1CCCCC1)C(=O)c1ccccc12	9.1	26.8*	-2.5	4.0	2.8	6.1	9.6	5.5	20.4
Cc1ccc(CC2C(=O)N(C)C(=O)N(C)C2=O)s1	-8.7	-2.3	-2.9	0.7	2.0	2.5	-0.8	14.9	10.8
CCOC(=O)N(c1ccccc1)P1(=S)OCC(C)O1 (stereo not drawn)	3.5	-1.5	10.7	0.3	0.9	-10.7	4.2	-4.4	10.4
CCCCn1nnnc1C(CCc1ccccc1)N1CCC(n2c(=O)[nH]c3ccccc32)CC1 (stereo not drawn)	-12.3	6.0	-5.2	6.2	22.2	-8.5	20.6	3.3	3.4
O=c1[nH]c2ccccc2n1C1CCN(C(c2nnnn2Cc2ccccc2)C2CC2)CC1 (stereo not drawn)	-18.2	13.6	-13.3	8.6	24.2	-3.8	14.8	23.7	28.7*
CSCCC(c1nnnn1C1CCCCC1)N1CCC2(CC1)C(=O)NCN2c1ccccc1 (stereo not drawn)	5.1	2.0	4.0	0.3	2.2	-13.8	11.5	8.2	-9.3
Oc1ccc(/C=N/NP(=S)(c2ccccc2)c2ccccc2)c(O)c1O	2.1	0.0	12.1	0.6	0.9	-0.2	22.8	-5.8	-12.9
CCCCC1C(=O)NC(=S)N(C)C1=O (stereo not drawn)	9.8	1.3	0.0	0.8	0.8	-28.3	28.8	4.8	0.7
C/C(O)=C(\C#N)C(=O)Nc1cc(Br)ccc1Br	-3.7	0.0	1.9	0.2	-1.8	-5.8	11.8	2.1	-1.6
FC(F)(F)c1ccc2c(c1)NP(=S)(N1CCOCC1)c1nccn1-2 (stereo not drawn)	2.0	-1.1	10.4	0.0	1.2	-20.7	14.2	-6.1	3.6
O=c1[nH]c(=O)n(C2CCCCC2)c(O)c1/C=C/C=Nc1ccccc1	-8.4	28.0*	-23.1	17.6*	15.6	-4.3	3.4	14.3	8.6
COc1cc(C)c(CNCCc2c[nH]c3ccccc23)cc1C	-3.5	4.4	-4.6	16.0*	13.4	-0.5	-3.1	11.6	-1.9
ClC1C(Cl)C(Cl)C(Cl)C(Cl)C1Cl (stereo not drawn)	-21.1&-13.8	83.6*!	3.5&-4.5	-0.1&-0.3	5.1&-2.3	0.4&-0.3	15.7&11.6	35.0*!	-10.1&-8.8
CN1CCN(c2ccc([N+](=O)[O-])c(N3CCCCC3)c2)CC1	4.6	-9.4	1.3	0.2	1.3	-11.9	12.3	-8.9	-11.9
O=c1[nH]cc(COCC(F)(F)C(F)(F)C(F)(F)F)c(=O)[nH]1	-2.5	1.6	-7.3	-0.4	0.1	-8.9	-3.3	1.4	2.0
CCOC(=O)c1ccc(N=C(CC)c2c(O)n(C)c(=O)n(C)c2=O)cc1	8.4	-1.6	-4.0	1.1	0.9	-12.3	26.3	0.3	-6.3
O=C(Cc1ccccc1)N1CCN(Cc2ccccc2Cl)CC1	-0.1	-1.4	2.9	1.8	0.9	-7.3	5.8	7.5	-0.9
COc1ccc(N2C(=O)CC(N3CCC(n4c(=O)[nH]c5ccccc54)CC3)C2=O)cc1 (stereo not drawn)	-10.3	2.9	-1.0	3.7	7.2	-13.4	20.1	-6.0	-6.4

5 entries from above in a different format:
Sequence of screens: CHRM5 PAM | CHRM5 agonist | M4 PAM | M1 ag parental | M4 ag | CHO-K1 Ca antag | M1 PAM parental | CHRM5 antagonist | M4 antag
CCOC(=O)[C@]12Cc3cc(C)ccc3[C@H]1N(C1CCCCC1)C(=O)c1ccccc12
  9.1 | 26.8* | -2.5 | 4.0 | 2.8 | 6.1 | 9.6 | 5.5 | 20.4
Cc1ccc(CC2C(=O)N(C)C(=O)N(C)C2=O)s1
  -8.7 | -2.3 | -2.9 | 0.7 | 2.0 | 2.5 | -0.8 | 14.9 | 10.8
CCOC(=O)N(c1ccccc1)P1(=S)OCC(C)O1 (stereo not drawn)
  3.5 | -1.5 | 10.7 | 0.3 | 0.9 | -10.7 | 4.2 | -4.4 | 10.4
CCCCn1nnnc1C(CCc1ccccc1)N1CCC(n2c(=O)[nH]c3ccccc32)CC1 (stereo not drawn)
  -12.3 | 6.0 | -5.2 | 6.2 | 22.2 | -8.5 | 20.6 | 3.3 | 3.4
O=c1[nH]c2ccccc2n1C1CCN(C(c2nnnn2Cc2ccccc2)C2CC2)CC1 (stereo not drawn)
  -18.2 | 13.6 | -13.3 | 8.6 | 24.2 | -3.8 | 14.8 | 23.7 | 28.7*

Screening data from PubChem.
